GPR55 antagonists – inhibition of LPI-stimulated GPR55 beta-arrestin translocation – imaging, U2OS, beta-arrestin-GFP, LPI agonist, primary screen (AID 2013); hit rate 0.13% among 290,000; U2OS GPR55 beta-arrestin-GFP translocation imaging, LPI antagonism; higher % means a stronger effect; one-dose inhibition, % at 10 µM; IC50 in µM for titrated hits;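 active means spots per cell inhibited over 60%, with over 100 cells counted and total cytoplasm intensity under 500,000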;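 further: U2OS cells stably carrying GPR55 and arrestin-GFP stimulated by 5 µM LPI near EC80; imaged beta-arrestin-GFP aggregate spots per cell after agonist stimulation; plate controls were LPI-stimulated DMSO wells for no effect and DMSO wells without LPI for full effect; some results filed as inactive read as strong as hits; confirmed hits need IC50 under 10 µM and bright autofluorescent wells are also inconclusive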
NOD1 inhibition – inhibition of NOD1-driven NF-kB reporter – cell-based, luminescence, uHTS, primary screen (AID 1578) | NOD1-driven NF-kB luciferase reporter cells, luminescence; higher % means a stronger effect | inhibition, % at 4 µM; hits with a dose series show EC50 in µM | hit rate 1% among 290,000; in the data active means inhibition mostly above about 36%, no sharp cut-off; inactive means mostly below about 34%;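 further: HEK-293T reporter cells stimulated with the NOD1 agonist gamma-tri-DAP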
NOD2 inhibition – inhibition of NOD2-driven NF-kB reporter – cell-based, luminescence, uHTS, HEK293 (AID 1566). HEK293 NOD2/NF-kB luciferase reporter, luminescence; higher % means a stronger effect. inhibition, % at 4 µM; hits with a dose series show EC50 in µM. hit rate 0.63% among 290,000; further: many of its hits are not listed in these tables
NTR1 ag – NTR1-driven beta-arrestin-GFP spot formation – imaging, U2OS cells, high content, primary screen (AID 493036) | hit rate 0.17% among 330,000 | P30989 | agonist mode | activation, % at 20 µM;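 active means activation at or above 40% of the spot to cytoplasm intensity ratio, with at least 20 cells analyzed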;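 further: 0% = DMSO without peptide and 100% = 100 nM NTR1 peptide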
Target sequence (P30989 whole entry, looked up): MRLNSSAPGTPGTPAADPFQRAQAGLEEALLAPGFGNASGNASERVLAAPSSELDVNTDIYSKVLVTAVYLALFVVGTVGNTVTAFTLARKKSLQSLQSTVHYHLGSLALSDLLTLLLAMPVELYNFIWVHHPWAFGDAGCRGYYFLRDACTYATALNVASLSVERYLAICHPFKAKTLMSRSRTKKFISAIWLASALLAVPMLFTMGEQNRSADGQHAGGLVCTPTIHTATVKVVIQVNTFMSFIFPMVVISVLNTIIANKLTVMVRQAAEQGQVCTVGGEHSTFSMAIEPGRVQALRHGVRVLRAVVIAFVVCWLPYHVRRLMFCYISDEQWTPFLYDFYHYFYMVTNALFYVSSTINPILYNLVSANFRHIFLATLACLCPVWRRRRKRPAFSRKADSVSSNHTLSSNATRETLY
KOR beta-arrestin-1 – kappa opioid receptor activators – cell-based, luminescence, uHTS, primary screen (AID 1777); KOR beta-arrestin recruitment, luminescence; higher % means a stronger effect; hit rate 0.02% among 280,000; one-dose activation, % at 10 µM; EC50 in µM for titrated hits; in the data active means activation above about 50%, passing the limit was not always enough; further: a part of the inactive calls stands beside numbers as strong as those of hits
GPR55 beta-arrestin – selective activators of receptor GPR55 – imaging, U2OS cells, beta-arrestin-GFP redistribution, primary screen (AID 1961). U2OS GPR55 beta-arrestin-GFP redistribution imaging; higher % means a stronger effect. hit rate 0.048% among 290,000. one-dose activation, % at 10 µM; EC50 in µM for titrated hits;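 active means activation above 40% with more than 50 cells counted in the well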;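 further: U2OS osteosarcoma cells stably expressing GPR55 and beta-arrestin-GFP; plate controls were DMSO negative control for no effect and LPI positive control for full effect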
Myeloid diff MLP – compounds promoting myeloid differentiation; calls only at 10 µM; AID 624256; hit rate 1% among 360,000; ER-HoxA9 myeloid progenitors, lysozyme-GFP differentiation, flow cytometry;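 active means normalized GFP-positive differentiation at or above the plate's own cutoff, the solvent-only control mean plus 3 SD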;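 further: cells exposed to compound for four days before flow analysis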
T cell modulator – T cell immune modulators affecting CD8 T cell-vesicle binding; 2C CD8+ T cell-vesicle binding, flow cytometry; stronger effect = lower value; hit rate 0.068% among 330,000; calls only at 7 µM; AID 2052;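 active means response, share of CD8 T cells binding vesicles, and their 90th percentile fluorescence all below set limits, cut at about 80% in these data, passing the limit was not always enough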
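Assay system: 2C TCR transgenic mouse naive CD8+ T cells, MACS-purified | Read-out: CD8+ gate FL2 mean fluorescence as % of same-row positive control | Signal: High-throughput flow cytometry with anti-B7-1 and anti-CD8 staining | Timing: Binding step 1.5 h, 37 °C, antibody labelling 20 min, ice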
KOR beta-arrestin-2 – KOR antagonists, beta-arrestin recruitment, cell-based, luminescence, uHTS (AID 1778) | inhibition, % at 10 µM, or IC50 in µM where a hit was titrated | hit rate 0.091% among 290,000 | KOR beta-arrestin recruitment, luminescence, antagonist mode; higher % means a stronger effect; further: strong numbers were not always called active
T cell modulator vesicle-bound % – also measured in T cell modulator; calls as there; double positive events, %; measured here: CD8+ vesicle-bound cell fraction;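 binding gate set so that unloaded-vesicle control wells show 10% double positive cells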
NTR1 ag cell count 20 µM – also measured in NTR1 ag; calls as there; cell count; measured here: cell count, cytotoxicity flag
Myeloid diff MLP GFP+ MAC1+ % – second read-out of Myeloid diff MLP, no call of its own (marks repeat the call); GFP+ MAC1+ double positive, %; measured here: differentiation confirmed by MAC1 staining
* = called active by the depositor; i = inactive; · = not tested or not shown; + = active, no number; [ ] = dose if it differs, or a comment. Unless noted, no stated cut-off is given here; in the data, active means inhibition above about 50%; inactive means the rest.

structure	NOD2 inhibition	KOR beta-arrestin-2	NTR1 ag	T cell modulator vesicle-bound %	Myeloid diff MLP GFP+ MAC1+ %	T cell modulator	GPR55 beta-arrestin	NTR1 ag cell count 20 µM	NOD1 inhibition	KOR beta-arrestin-1	Myeloid diff MLP	GPR55 antagonists
COc1ccc(-n2cnnc2SC(C)C(=O)Nc2cccc([N+](=O)[O-])c2)cc1 (stereo unspecified)	21%	-2%	-0.1	42	0.3	i	-0.2%	45	-7%	-5.2%	i	6%
Clc1ccc(Cn2nc(-c3ccccc3)nc2-c2ccccc2)cc1	-76%	4%	6.2	44	0.5	i	0.5%	48	-22%	0.5%	i	7%
O=C(CSc1nnc(-c2ccccc2)n1-c1ccc(Cl)cc1)N/N=C/c1ccco1	8%	-13%	2.1	42	0.8	i	0.0%	57	17%	-2.4%	i	13%
CC(C)(C)OC(=O)N1CCC[C@H]1c1nnc(SCc2cccc(Cl)c2)o1	6%	-10%	0.8	26	0.3	i	-0.3%	41	-11%	2.3%	i	-5%
COC(=O)Cc1c(C)nc2nc(NCc3c(F)cccc3Cl)[nH]n2c1=O	12%	4%	0.2	40	0.8	i	-0.4%	61	12%	-6.0%	i	-3%
C/C(=N\Nc1nc2ccccc2[nH]1)c1cccs1	-93%	-7%	0.7	26	0.2	i	0.7%	86	-39%	-3.1%	i	3%
CCCCCc1ccc(-c2cn(Cc3ccc4ccccc4c3)nn2)cc1	-12%	-24%[20 µM]	-2.2	20	3.6	i	0.8%	96	-33%	-6.0%	i	-4%
Cc1ccc2oc(C(=O)Nc3nonc3C)c(C)c2c1	-69%	-25%	1.5	8	0.6	i	0.6%	60	-23%	-0.3%	i	-2%
CCN(CC)S(=O)(=O)c1ccc2[nH]cc(C(=O)NCCCN3CCCCC3)c(=O)c2c1	8%	-23%	2.2	16	2.0	i	0.1%	38	-22%	-1.0%	i	4%
O=C(c1ccccc1F)N1CCN(S(=O)(=O)c2ccc(Br)cc2)CC1	29%	-6%	-0.7	11	0.7	i	-0.2%	55	-23%	-3.5%	i	12%
Cc1ccc(OCCn2c(=O)oc3ccc(C)cc32)cc1	-13%	-12%[20 µM]	3.5	27	1.3	i	0.1%	54	-5%	·	i	4%
O=C(OC1CCCCC1)c1ccc(NC(=O)c2ccco2)cc1	-39%	7%	11	34	0.6	i	-0.1%	42	-59%	1.6%	i	-14%
CCn1c(SCC(=O)Nc2ccc3c(c2)OCO3)nnc1C1CC1	-1%	-28%	-1.0	40	1.6	i	0.5%	49	5%	-2.6%	i	7%
C/C(=N\NC(=O)c1ccoc1C)c1ccccc1	-67%	-10%	-1.5	18	0.4	i	-0.1%	45	3%	-1.0%	i	-23%
COc1cccc(C2=NN(S(C)(=O)=O)C(c3cccs3)C2)c1 (stereo unspecified)	-29%	-26%	-1.7	23	0.6	i	-0.3%	28	-53%	-1.1%	i	-8%
O=C(Cn1cnc2ccccc21)N/N=C/c1cccs1	28%	·	0.5	6	0.1	i	-0.3%	56	-22%	·	i	4%
COC(=O)c1c(NC(=O)c2ccc(S(=O)(=O)N3CCOCC3)cc2)sc2c1CCN(C)C2	14%	-1%	-2.6	58	·	i	-0.3%	14	-29%	-3.1%	·	9%
O=S(=O)(/N=C(/Nc1ccccn1)c1ccc(Cl)cc1)c1ccc(Cl)cc1	9%	21%	-0.5	46	0.1	i	0.5%	59	-25%	0.1%	i	16%
CN(C)C(=O)CN1C(=O)C2CC=C(Cl)CC2C1=O (stereo unspecified)	1%	-29%	0.4	15	0.3	i	-1.0%	45	5%	5.1%	i	-14%
FC(F)(F)C1CC(c2cccs2)Nc2ncnn21 (stereo unspecified)	10%	-17%	0.4	38	1.3	i	-0.3%	77	9%	0.0%	i	-10%
Nc1cc(=O)[nH]c(SCC(=O)NC2CCCc3ccccc32)n1 (stereo unspecified)	-6%	-4%	2.3	48	0.1	i	-0.1%	58	8%	0.6%	i	-7%
COc1ccccc1Cn1c(=S)[nH]c2cc(C(=O)NCCN3CCOCC3)ccc2c1=O	28%	15%	-0.5	51	5.6	i	-0.1%	74	27%	-2.0%	i	5%
CCOC(=O)CNc1nc(-c2ccncc2)nc2ccccc12	3%	-37%	2.5	61	1.1	i	-0.1%	60	1%	-8.1%	i	14%
OCCCCNCc1cc(Br)ccc1OCc1ccccc1	-5%	-14%	1.5	42	0.3	i	0.3%	50	-40%	1.8%	i	12%
CC(=O)Nc1cccc(Oc2ncccc2[N+](=O)[O-])c1	18%	6%	-1.2	34	0.3	i	-0.1%	87	6%	3.1%	i	6%

The closing six records of the part before come first, to join the parts.
structure	NOD2 inhibition	KOR beta-arrestin-2	NTR1 ag	T cell modulator vesicle-bound %	Myeloid diff MLP GFP+ MAC1+ %	T cell modulator	GPR55 beta-arrestin	NTR1 ag cell count 20 µM	NOD1 inhibition	KOR beta-arrestin-1	Myeloid diff MLP	GPR55 antagonists
FC(F)(F)C1CC(c2cccs2)Nc2ncnn21 (stereo unspecified)	10%	-17%	0.4	38	1.3	i	-0.3%	77	9%	0.0%	i	-10%
Nc1cc(=O)[nH]c(SCC(=O)NC2CCCc3ccccc32)n1 (stereo unspecified)	-6%	-4%	2.3	48	0.1	i	-0.1%	58	8%	0.6%	i	-7%
COc1ccccc1Cn1c(=S)[nH]c2cc(C(=O)NCCN3CCOCC3)ccc2c1=O	28%	15%	-0.5	51	5.6	i	-0.1%	74	27%	-2.0%	i	5%
CCOC(=O)CNc1nc(-c2ccncc2)nc2ccccc12	3%	-37%	2.5	61	1.1	i	-0.1%	60	1%	-8.1%	i	14%
OCCCCNCc1cc(Br)ccc1OCc1ccccc1	-5%	-14%	1.5	42	0.3	i	0.3%	50	-40%	1.8%	i	12%
CC(=O)Nc1cccc(Oc2ncccc2[N+](=O)[O-])c1	18%	6%	-1.2	34	0.3	i	-0.1%	87	6%	3.1%	i	6%
Cc1cc(=O)oc2c(C)c(OC(C)C(=O)N3CC[C@@]4(O)CCCC[C@H]4C3)ccc12 (stereo partly specified)	3%	-62%[20 µM]	-1.6	34	1.7	i	-0.1%	81	52%	3.4%	i	16%
CCOC(=O)c1c(N=CN(C)C)c(C#N)c2n1CCCC2	10%	14%	-2.0	23	0.0	i	0.0%	97	-32%	-0.7%	i	0%
COC(=O)c1ccc(NC(=S)N2CCN(C)CC2)cc1	14%	-20%	-0.3	37	0.2	i	0.5%	31	-32%	-1.8%	i	-7%
CC(=O)NC(NC(=S)Nc1cccc(Br)c1)C(Cl)(Cl)Cl (stereo unspecified)	-13%	17%	2.2	39	0.3	i	-0.1%	80	-9%	0.4%	i	-3%
Cn1c(=O)c2nc(-c3ccc(Cl)cc3Cl)oc2c2ccccc21	2%	20%	3.3	46	3.0	i	0.3%	77	-35%	6.2%	i	4%
CC(=O)N1CCN(c2ccccc2NC(=O)c2ccco2)CC1	2%	-1%	-0.6	62	0.9	i	0.3%	71	-9%	8.1%	i	7%
COC(=O)c1ccc(CN2CCN(CCCc3ccccc3)C(CCO)C2)cc1 (stereo unspecified)	-4%	-11%	0.3	7	0.4	i	-0.3%	55	-17%	-0.7%	i	7%
Cc1ccc(C)c(NC(=O)CSc2nc(N)c(NC(=O)c3cccs3)c(=O)[nH]2)c1	14%	-26%	·	·	1.3	·	0.2%	·	-31%	0.8%	i	9%
CCCc1cc(=O)[nH]c(SCC(=O)Nc2ccc3c(c2)CCC3)n1	-8%	0%[20 µM]	-0.7	11	0.1	i	-0.1%	63	12%	·	i	8%
CCOC(=O)C1=C(N)n2c(s/c(=C\c3ccco3)c2=O)=C(C(=O)OCC)C1c1ccco1 (stereo unspecified)	-37%	0%	·	44	7.2	i	-2.3%	·	30%	4.3%	i	-3%
O=C(CSc1n[nH]c(=O)[nH]c1=O)N/N=C/c1ccccc1O	-1%	8%	-1.7	50	0.4	i	0.2%	46	-26%	-3.4%	i	1%
NC(=O)c1ccccc1NC(=O)/C=C/C(=O)O	14%	-6%	-1.2	38	0.4	i	0.6%	85	10%	-8.5%	i	29%
Cc1cc(Cl)nc(-c2ccccc2O)n1	19%	38%	2.1	27	0.2	i	-0.3%	46	-6%	0.4%	i	-4%
COc1nc(Oc2ccc(/C=N/O)cc2)nc(N(C)C)n1	-6%	-18%	0.3	33	1.4	i	0.2%	58	-14%	3.2%	i	·
O=C(NCC(=O)N(Cc1ccco1)C(C(=O)NC1CCCCC1)c1cccnc1)c1cccs1 (stereo unspecified)	5%	25%	-2.0	34	5.4*	i	-0.1%	85	-18%	-11%	+	5%
N#Cc1ccc(CSc2ncnc3c2cnn3Cc2ccccc2)cc1	-36%	-9%	-1.6	16	1.4	i	-0.2%	50	-18%	4.7%	i	6%
Cc1ccc(OCc2cc(C(=O)NCc3cn4ccccc4n3)no2)cc1C	-33%	-42%	3.1	2	4.5	i	-0.2%	49	20%	7.2%	i	-10%
CCN1CCN(C(=O)Cn2nc(C)n3c(cc4c(OC)cccc43)c2=O)CC1	6%	-28%	0.1	12	1.4	i	-0.2%	56	-26%	1.5%	i	7%
COc1ccccc1CC(=O)N1CCCc2ccccc21	8%	45%	-0.6	42	1.1	i	-0.1%	46	3%	-3.1%	i	-2%
Cc1ccc(C(=O)N2CCN(c3ccc(NC(=O)COc4ccccc4C)cc3)CC2)cc1	22%	-17%	11	9	0.7	i	0.7%	35	34%	4.1%	i	-8%
Cn1c(=O)c(-c2ccccc2)nc2ccccc21	0%	12%	-1.2	20	0.9	i	-0.3%	80	-22%	0.2%	i	17%
Cc1cc(OCC(=O)N(C)C2CCCCC2)ccc1Cl	-76%	-1%	-2.1	10	0.5	i	-0.3%	27	-62%	-2.7%	i	-6%
C/C(=N\NC(=O)c1c(Cl)cnn1C)c1cccnc1	4%	-3%	-0.5	·	0.3	·	0.0%	65	-36%	1.6%	i	14%
CCN(CC)C(=O)NC1CC(=O)N(c2ccc(OC)cc2)C1 (stereo unspecified)	18%	17%	0.0	42	0.7	i	0.1%	62	4%	-4.0%	i	-9%

Compound activity: PubChem, several laboratories

These rows are one share of the data. The share of hits here may be higher or lower than overall.
